Bioassay records as filed in PubChem.
CSM14.1 death rescue: protection against thapsigargin-triggered cell killing – 384-well, CSM14.1, ATP luminescence, primary screen (AID 1222); 190,000 tested, under 10 active; one-dose cellular ATP content (survival), % at 20 µM; EC50 in µM for titrated hits; CSM14.1 thapsigargin-induced death rescue, ATP luminescence; higher % means a stronger effect;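 active = EC50 below 50 µM in the dose-response confirmation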;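 note: death triggered by thapsigargin at about 15 µM added after 2 h compound pretreatment; cell ATP read after overnight thapsigargin exposure of roughly 18 to 22 hours; normalized against plate controls of thapsigargin alone and 5% DMSO vehicle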
M1AAP inhibition: P. falciparum M1AAP inhibitors, biochemical, fluorogenic H-Leu-NHMec substrate, 1536-well (AID 1445); recombinant M1AAP, H-Leu-NHMec fluorogenic kinetic assay; higher % means a stronger effect; one-dose inhibition, % at 30 µM; IC50 in µM for titrated hits; 220,000 tested, 0.42% active;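 active = primary inhibition above the hit cutoff, then over 50% inhibition at one or more dose response concentrations, cut at about 23% in these data, passing the limit was not always enough; inconclusive = conflicting primary data, or primary hits not chosen for dose response; inactive = low primary inhibition, or under 50% at every dose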;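 note: plate controls were DMSO full reaction for no effect and no enzyme background for full effect; strong numbers were not always called active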
PMI inhibition: human PMI inhibitors, high substrate, primary screen, biochemical, fluorescence intensity, high mannose 6-phosphate (AID 1220); recombinant PMI enzyme, coupled fluorescence intensity; higher % means a stronger effect; 190,000 tested, 0.66% active; inhibition, % at 20 µM; hits with a dose series show IC50 in µM
Myeloid diff 2: myeloid differentiation induction. calls only at 10 µM. 360,000 tested, 1% active. ER-HoxA9 myeloid progenitors, lysozyme-GFP differentiation, flow cytometry. AID 624256;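 active = normalized GFP-positive differentiation at or above the plate's own cutoff, the solvent-only control mean plus 3 SD; inconclusive = no clear call, values can overlap the other calls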;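 note: cells exposed to compound for four days before flow analysis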
WT yeast gro inh: growth inhibition of WT yeast, mitochondrial fusion screen. mitochondrial fusion phenotypic screen, WT strain. inhibition, % at 10 µM. 190,000 tested, 2.1% active; in the data active = inhibition above about 58%; tested in S. cerevisiae
Lipid droplet: hepatic lipid droplet formation modulation; AML12 mouse hepatocytes, oleate lipid droplets, BODIPY imaging; inhibition, % at 6.5 µM; 240,000 tested, 0.4% active;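 active = lipid droplet intensity inhibited by at least 50%, with more than 500 cells counted; inconclusive = wells with under 300 cells, treated as cytotoxic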
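Material – AML12 mouse liver cells · Also added – oleate loading, 100 µM · Compound dosing – 6.5 µM single-point dosing · Times – overnight treatment with compound plus oleate · Measured by – fluorescence imaging, 20x objective, two fields per well · Read-out – percent inhibition of filter-corrected integrated lipid droplet intensity per well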
human PMI inhibition: inhibitors of human PMI, primary screen, biochemical, fluorescence intensity, coupled assay (AID 1209) | purified PMI enzyme, coupled fluorescence intensity; higher % means a stronger effect | 190,000 tested, 0.42% active | inhibition, % at 20 µM; hits with a dose series show IC50 in µM;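 note: plate controls were DMSO vehicle for no effect and wells lacking substrate for full effect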
TNAP activation fold: human TNAP enzyme activators, primary screen, biochemical, luminescent, no phosphate acceptor, uHTS (AID 1001); activation fold at 20 µM, or EC50 in µM where a hit was titrated; 200,000 tested, 0.03% active; purified TNAP, luminescent activation assay, no phosphate acceptor; higher activation fold means a stronger effect; in the data active = activation fold from about 3, or a potency from the dose series; inactive = the rest, 99 in 100 with activation fold below about 1.6; note: many of its hits are not listed in these tables
K1F lysis inhibition: inhibition of K1F phage lysis, E. coli UTI89, bacterial capsule biogenesis inhibitors, alamar blue (AID 488966) | E. coli UTI89 K1F phage lysis, alamar blue, 2 h; higher % means a stronger effect | inhibition, % at 100 µM, or IC50 in µM where a hit was titrated | 340,000 tested, 0.02% active;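 active = phage lysis inhibition, versus mean bacterial control, above a set limit; inconclusive = no clear call, values can overlap the other calls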;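 note: capsule biogenesis inhibitors block K1F phage lysis so surviving cells raise fluorescence; higher fluorescence means more inhibition of phage lysis; actives were called in the ten point dose series up to 300 µM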
WT yeast gro inh mutant strain: second read-out of WT yeast gro inh, no call of its own (marks repeat the call); inhibition, %; mitochondrial fusion phenotypic screen, mutant strain inhibition
Lipid droplet cells 6.5 µM: recorded beside Lipid droplet, whose call it bears; cell count; measured here: cell count, cytotoxicity flag;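 cells counted across two imaged fields per well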
Myeloid diff 2 GFP+ MAC1+ %: further read-out of Myeloid diff 2, marked with its call; GFP+ MAC1+ double positive, %; measured here: differentiation confirmed by MAC1 staining
An asterisk follows results filed as active; i = inactive; ? = inconclusive; nt = no result given; + = active, no number; [ ] = remark or other dose. Cut-off read from the data, not from the text of the source, unless noted: active = inhibition above about 50%; inactive = the rest.

SMILES	CSM14.1 death rescue	M1AAP inhibition	PMI inhibition	Myeloid diff 2	Myeloid diff 2 GFP+ MAC1+ %	WT yeast gro inh	WT yeast gro inh mutant strain	Lipid droplet	Lipid droplet cells 6.5 µM	human PMI inhibition	TNAP activation fold	K1F lysis inhibition
Cc1ccc(NC(=O)CCNC(=O)c2ccco2)cc1	-2.4%	-5%	8%	i	1.0	-9	11	-8	562	18%	1	6.6%
Cc1c(-c2ccccc2)[n+](=O)c2c(n1[O-])CCC2	0.5%	4%	-9%	i	0.9	-11	9	-1	754	-8%	1.1	3.3%
CCCCC(=O)Nc1nn(CCC)c2nc3ccccc3cc12	-1.9%	3%	12%	i	0.6	-2	-3	-1	727	15%	1.1	0.2%
COc1ccc(Cn2c(-c3ccc(Br)cc3)c[n+]3ccccc23)cc1	-2.8%	7%	-7%	i	0.5	63*	41*	-1	618	-2%	1.1	0.7%
COc1ccccc1CNC(=O)COc1ccc([N+](=O)[O-])cc1	0.1%	2%	2%	i	0.2	-9	-8	3	701	-4%	1.1	-1.4%
CCCOc1cccc(-c2nn(-c3ccccc3)cc2/C=C(\C#N)C(=O)NCCCn2ccnc2)c1	2.9%	-1%	18%	+	1.2*	8	-2	-2	717	23%	1	0.6%
CCOc1ccccc1NC(=O)CSc1nnc(-c2ccccc2Cl)n1Cc1ccco1	4.7%	1%	4%	i	0.3	-4	-11	-5	723	4%	1	-0.4%
CCOC(=O)C(C)Oc1ccc2c(-c3cccc([N+](=O)[O-])c3)cc(=O)oc2c1 (stereo unspecified)	-0.3%	3%	3%	i	0.7	5	-29	10	653	5%	1	-0.1%[50 µM]
CCOC(=O)c1c(N2C(=O)Nc3cc(Cl)c(Cl)cc3N2O)sc2c1CCCCC2	2.8%	82µM*	5%	i	0.5	-61	-5	nt	nt	9%	1	-2.0%
Cc1ccc([N+](=O)[O-])c2cccnc12	8.9%	2%	14%	i	1.2	-52	4	nt	nt	-8%	1	0.5%
Cc1cccc(C)c1OCc1nnc2c3cnn(C)c3ncn12	-4.7%	-3%	18%	i	0.9	8	8	-5	702	19%	0.3	0.4%
c1ccc2c(c1)CCN(Cc1nnnn1Cc1ccc3c(c1)OCO3)C2	3.7%	7%	-9%	i	0.9	1	7	-16	719	-5%	1.1	0.3%
O=C(C1CCN(S(=O)(=O)c2cccc3nsnc23)CC1)N1CC=C(c2ccccc2)CC1	6.3%	0%	18%	i	0.8	5	-10	nt	nt	11%	1	4.7%
CCOc1cccc(NC(=O)C2CCCN(S(=O)(=O)c3ccc(OC)cc3)C2)c1 (stereo unspecified)	-1.2%	5%	8%	i	11	12	-7	nt	nt	9%	1	2.9%
O=C(Nc1ccc2c(c1)CCC2)c1cc(S(=O)(=O)N2CCN(c3ccccc3)CC2)ccc1Cl	0.3%	1%	9%	i	0.7	nt	nt	0	787	8%	1.3	0.0%
Nc1nonc1-c1nc2ccccc2n1CCC(=O)O	-0.8%	-3%	5%	i	0.9	-3	9	nt	nt	-9%	1	1.4%
CCC(=O)N1c2ccc(S(=O)(=O)CCC(=O)N3CCn4c3nc3ccccc34)cc2CC1C (stereo unspecified)	0.1%	5%	7%	?	nt	-5	5	nt	nt	8%	1.1	-3.5%
COc1cc(C)ccc1OCCOCCOc1ccc(C)cc1[N+](=O)[O-]	0.5%	9%	0%	i	0.9	-13	-10	-2	669	14%	1.2	7.2%
CC1Oc2ccccc2C=C1C1/C(=C(/O)c2ccccc2)C(=O)C(=O)N1CCCN(C)C (stereo unspecified)	-1.4%	1%	15%	i	0.5	4	2	nt	nt	9%	1	-0.1%
c1nc(NC2CCCCC2)c2[nH]cnc2n1	-1.7%	9%	7%	i	0.5	-7	-9	-1	692	7%	1.5	0.3%
Cc1ccc(S(=O)(=O)NCC2CCC(C(=O)NCc3cccs3)CC2)cc1 (stereo unspecified)	-0.8%	2%	-3%	i	0.1	-10	7	-8	736	-7%	1.1	-0.3%
CCn1c(-c2ccccc2Cl)nn(CC(=O)NCCc2ccccc2)c1=S	1.3%	-2%	-6%	i	0.5	-1	-3	-5	647	-2%	1.1	1.4%[50 µM]
Cc1nn2c(NCCCN(C)C)c3c(nc2c1-c1ccccc1)CCCC3	nt	2%	nt	i	1.1	nt	nt	0	721	nt	nt	0.8%
Cc1ccccc1OCCNC(=O)c1ccc2ccccc2n1	0.0%	7%	3%	i	0.4	51	35	6	627	6%	1.2	0.0%
CCOC(=O)C1=C(N)Oc2c(oc(CO)cc2=O)C1c1c(F)cccc1Cl (stereo unspecified)	-0.7%	5%	6%	i	0.8	4	18	5	764	10%	1	2.1%

Another view of 6 compounds above:
Each structure is followed by: CSM14.1 death rescue, M1AAP inhibition, PMI inhibition, Myeloid diff 2, Myeloid diff 2 GFP+ MAC1+ %, WT yeast gro inh, WT yeast gro inh mutant strain, Lipid droplet, Lipid droplet cells 6.5 µM, human PMI inhibition, TNAP activation fold, K1F lysis inhibition
CCOc1ccccc1NC(=O)CSc1nnc(-c2ccccc2Cl)n1Cc1ccco1
 : 4.7%, 1%, 4%, i, 0.3, -4, -11, -5, 723, 4%, 1, -0.4%
CCOc1cccc(NC(=O)C2CCCN(S(=O)(=O)c3ccc(OC)cc3)C2)c1 (stereo unspecified)
 : -1.2%, 5%, 8%, i, 11, 12, -7, nt, nt, 9%, 1, 2.9%
Cc1ccc(S(=O)(=O)NCC2CCC(C(=O)NCc3cccs3)CC2)cc1 (stereo unspecified)
 : -0.8%, 2%, -3%, i, 0.1, -10, 7, -8, 736, -7%, 1.1, -0.3%
CCOC(=O)C(C)Oc1ccc2c(-c3cccc([N+](=O)[O-])c3)cc(=O)oc2c1 (stereo unspecified)
 : -0.3%, 3%, 3%, i, 0.7, 5, -29, 10, 653, 5%, 1, -0.1%[50 µM]
CCC(=O)N1c2ccc(S(=O)(=O)CCC(=O)N3CCn4c3nc3ccccc34)cc2CC1C (stereo unspecified)
 : 0.1%, 5%, 7%, ?, nt, -5, 5, nt, nt, 8%, 1.1, -3.5%
Cc1c(-c2ccccc2)[n+](=O)c2c(n1[O-])CCC2
 : 0.5%, 4%, -9%, i, 0.9, -11, 9, -1, 754, -8%, 1.1, 3.3%

(more compounds)
SMILES	CSM14.1 death rescue	M1AAP inhibition	PMI inhibition	Myeloid diff 2	Myeloid diff 2 GFP+ MAC1+ %	WT yeast gro inh	WT yeast gro inh mutant strain	Lipid droplet	Lipid droplet cells 6.5 µM	human PMI inhibition	TNAP activation fold	K1F lysis inhibition
CCCC(=O)N1CCN(c2ccc([N+](=O)[O-])cc2Cl)CC1	28%	9%	1%	i	0.2	7	17	-10	640	-4%	1.2	0.2%
COCCNC(=O)c1ccccc1NC(=O)Cc1ccccc1[N+](=O)[O-]	-0.7%	-3%	6%	i	0.1	16	3	-7	690	13%	1.1	-0.4%
CCn1c(C)nc2cc(C(=O)NNC(=O)c3ccc(Cl)nc3)ccc21	1.1%	0%	0%	i	0.2	-37	-26	-4	673	-3%	1.3	1.8%
COc1cc(CNCC(O)c2ccccc2)ccc1OCc1ccc(Cl)nc1 (stereo unspecified)	6.4%	2%	6%	i	1.6	26	-36	5	786	7%	1.1	0.5%
COc1ccc(OCC(=O)Nc2ccccc2-c2ccccc2)cc1	2.4%	0%	12%	i	1.1	4	-1	0	726	14%	1	-0.8%
O=C1c2cccnc2C(=O)N1Cc1cccs1	0.6%	3%	10%	i	1.4	12	-1	nt	nt	11%	1.1	0.3%
COc1ccc(CNC(=O)/C(C#N)=C2\N=C(NC(=O)c3cccs3)c3ccccc32)cc1	0.4%	1%	-4%	i	0.4	5	-2	-16	660	6%	0.9	2.1%
Cc1ccc(S(=O)(=O)N2CCN(S(=O)(=O)N3CCOCC3)CC2)cc1C	0.0%	4%	-7%	i	0.3	-3	1	-5	813	-7%	1.1	0.3%
COc1cccc(OCCOc2ccccc2OC(C)C)c1	1.4%	1%	5%	i	0.3	-1	-2	12	819	2%	1.1	-1.7%[50 µM]
CCN(CC)c1ncnc2c1sc1nc(C)cc(C)c12	-0.8%	8%	15%	i	0.3	33	9	nt	nt	13%	1.1	-1.2%
CCCCNC(=O)C(c1ccc(-c2ccccc2)cc1)N(CCN1CCOCC1)C(=O)CCCCCN1C(=O)NC(c2ccc([N+](=O)[O-])cc2)C(C(=O)OCc2ccccc2)=C1C (stereo unspecified)	-4.8%	4%	19%	nt	nt	5	-27	nt	nt	18%	1.1	nt
COC(=O)CN1C(=O)C(C)=C(c2ccc(C)cc2)S1(=O)=O	0.6%	-1%	-1%	i	2.3	-4	-11	0	751	15%	1.1	-1.0%
C=CCNc1nc(Nc2ccc(OC)cc2)nc(OCC)n1	2.2%	-2%	8%	i	2.1	13	25	16	815	10%	1.1	-0.8%
C=CCN1N=C(c2ccc(NC(=O)c3ccccc3)cc2)CSC1=O	-1.3%	14%	6%	i	0.5	-11	-10	0	686	8%	1.1	0.0%
O=C(C1=C[C@@H](c2ccccc2)C[C@@H](OCCCCO)O1)N1CCN(Cc2ccc3c(c2)OCO3)CC1	1.5%	-1%	9%	i	2.1	-1	6	1	645	10%	1	-0.8%
CC1CN(S(=O)(=O)c2cccc(-c3csc(-c4ccccc4)n3)c2)CC(C)O1 (stereo unspecified)	-0.6%	6%	7%	i	0.5	34	-5	-7	811	10%	0.9	0.4%
CS(=O)(=O)N(CC(=O)N1CCN(C(c2ccccc2)c2ccccc2)CC1)C1CCCCC1	-2.1%	8%	2%	i	0.8	12	-12	8	823	3%	1.1	0.5%
Cn1ncc(-c2ccno2)c1C(=O)O	13%	1%	-19%	i	0.2	-2	11	-2	711	-34%	1	0.3%
O=C(CN1C(=O)S/C(=C\C=C\c2ccccc2)C1=O)Nc1ccc(O)cc1	-0.2%	8%	15%	i	0.4	-4	-5	-12	660	15%	1	0.5%
CCC(Oc1ccccc1)C(=O)Nc1ncc([N+](=O)[O-])s1 (stereo unspecified)	0.2%	nt	-13%	i	0.3	46	33	8	646	-8%	1	-0.7%
C[C@]12CC[C@@H]3c4ccc(OC(=O)c5ccccc5)cc4CC[C@H]3[C@@H]1CC[C@@H]2O	-4.5%	-2%	20%	i	2.1	43	-15	nt	nt	18%	1.1	3.0%
Cc1[nH]c2ccccc2c1C(=O)CSc1ncn[nH]1	-1.5%	7%	-3%	i	0.7	1	4	-1	713	-6%	1.1	-0.2%
CC1CCCC(NC(=O)c2cccc(N3CCCC3=O)c2)C1C (stereo unspecified)	nt	-8%	4%	i	0.7	0	-6	2	691	1%	1	0.0%
